# Source: PubChem BioAssay (several laboratories)
# SRC3 inh: inhibits human SRC3 coactivator; Q9Y6Q9; HEK293 GAL4-SRC3 luciferase reporter, luminescence; inhibition, % at 3.6 µM; actives 0.17% (n = 360,000);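 active means inhibition above a per-campaign cutoff, the mean of all compounds plus 3 SD, cut at about 60% in these data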;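 further: 0% = DMSO-treated cells and 100% = gossypol-treated cells at 36 µM; higher means less SRC3-driven luciferase light from the GAL4 reporter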
# NR2F2 inh: inhibitors of human COUP-TFII (NR2F2) | HEK293T NGFI-A luciferase reporter, luminescence | inhibition, % at 8.6 µM | actives 0.7% (n = 370,000);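 active means inhibition above a per-plate cutoff, mean inhibition of test wells between control levels plus 3 SD, cut at about 38% in these data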;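 further: cells cotransfected with COUP-TFII expression vector driving the NGFI-A reporter; 0% = median of COUP-TF2 test wells and 100% = reporter-only cells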
# Target sequence (P24468 whole entry, looked up): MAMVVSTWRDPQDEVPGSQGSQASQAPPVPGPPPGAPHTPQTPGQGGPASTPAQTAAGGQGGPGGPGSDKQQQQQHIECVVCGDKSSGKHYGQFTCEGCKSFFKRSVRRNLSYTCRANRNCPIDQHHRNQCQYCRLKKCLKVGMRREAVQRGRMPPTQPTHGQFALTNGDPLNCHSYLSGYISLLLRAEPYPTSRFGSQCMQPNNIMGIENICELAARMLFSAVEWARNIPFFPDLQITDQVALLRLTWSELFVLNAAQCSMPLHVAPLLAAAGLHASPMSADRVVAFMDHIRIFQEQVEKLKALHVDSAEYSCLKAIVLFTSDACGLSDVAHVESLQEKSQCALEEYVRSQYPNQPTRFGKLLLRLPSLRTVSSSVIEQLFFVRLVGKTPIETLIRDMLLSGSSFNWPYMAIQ
# NCOA1 inh: inhibitors of human steroid receptor coactivator 1 (SRC1). inhibition, % at 3.6 µM. actives 0.12% (n = 360,000). HEK293 GAL4-SRC1 luciferase reporter, luminescence. Q15788;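 active means inhibition above the campaign mean plus 3 SD, with each screening campaign given its own cutoff, cut at about 60% in these data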;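 further: 0% = DMSO treated cells and 100% = gossypol at 36 µM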
# LRH-1 inv ag: inverse agonists of human LRH-1 (NR5A2). O00482. HEK293T StAR-luciferase reporter, LRH-1 transfected, 24 h. inhibition, % at 3.6 µM. actives 0.13% (n = 360,000);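 active means inhibition above the mean inhibition of all tested compounds plus 3 SD, cut at about 73% in these data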;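 further: 0% = DMSO wells and 100% = reporter-only cells lacking LRH-1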
# TLR9-MyD88 inh: blocks human TLR9 binding to MyD88 | Q9NR96+Q99836 | CHO BLA complementation TLR9-MyD88, CCF4 FRET ratio | inhibition, % at 4.98 µM | actives 0.21% (n = 340,000);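 active means inhibition above the mean over all tested compounds plus 3 SD, cut at about 21% in these data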;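 further: 0% = DMSO only wells and 100% = clavulanate BLA inhibitor control wells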
# SRC2 inh: inhibits human steroid receptor coactivator 2 | Q15596 | HEK293 GAL4-SRC2 luciferase reporter, luminescence | inhibition, % at 9 µM | actives 0.17% (n = 370,000) | AID 651957;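 active means inhibition above the mean inhibition of all tested compounds plus 3 SD, set per campaign, cut at about 52% in these data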;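 further: 0% = DMSO treated cells and 100% = cells given Gossypol at 36 µM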
# TROY NFkB inh: blocks TROY-dependent signaling in reporter cells; Q293 LMP1-TROYcd NF-kB luciferase reporter, 4 h; inhibition, % at 10 µM; actives 0.98% (n = 360,000); AID 1347056;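 active means compounds whose plate-normalised and pattern-corrected inhibition of the luciferase reporter signal at the single screening dose is 50% or more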
# TRAIL sens C8: caspase-8 TRAIL sensitization; NB7+C8 cells + TRAIL, ATPlite viability luminescence; inhibition (viability loss, TRAIL sensitization), % at 10 µM; actives 1% (n = 360,000); AID 624354;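 active means compounds causing at least 50% loss of cell viability in the single-dose screen, relative to plate controls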
# NOD2 RIPK2 PPI: NOD2-RIPK2 protein interaction inhibition | O43353 | CHO BLA complementation NOD2-RIPK2, CCF4 ratio | inhibition, % at 4.98 µM | actives 0.38% (n = 360,000) | AID 624267; in the data active means inhibition above about 21%;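 further: 0% = vehicle only and 100% = reference blocker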
# Target sequence (O43353 whole entry, looked up): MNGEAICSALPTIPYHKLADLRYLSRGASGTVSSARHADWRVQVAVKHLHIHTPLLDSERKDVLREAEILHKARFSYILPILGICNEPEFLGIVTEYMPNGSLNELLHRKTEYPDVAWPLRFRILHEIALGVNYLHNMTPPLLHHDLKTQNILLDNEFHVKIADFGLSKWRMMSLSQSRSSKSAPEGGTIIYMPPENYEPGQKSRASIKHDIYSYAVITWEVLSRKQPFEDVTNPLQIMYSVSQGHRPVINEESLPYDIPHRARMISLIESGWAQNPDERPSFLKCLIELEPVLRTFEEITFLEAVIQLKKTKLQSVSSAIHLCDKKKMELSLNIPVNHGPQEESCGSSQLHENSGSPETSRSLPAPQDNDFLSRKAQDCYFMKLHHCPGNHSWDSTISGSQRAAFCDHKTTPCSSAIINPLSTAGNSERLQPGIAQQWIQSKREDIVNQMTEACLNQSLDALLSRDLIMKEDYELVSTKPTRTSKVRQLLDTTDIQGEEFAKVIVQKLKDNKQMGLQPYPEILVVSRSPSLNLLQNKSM
# TWEAK Fn14 block: inhibitors of TWEAK-Fn14 interaction signaling; TWEAK-stimulated Fn14 reporter cells, luciferase luminescence, 8 h; inhibition, % at 10 µM; actives 2% (n = 360,000); in the data active means inhibition above about 50%
# LMP1 NFkB inh: inhibitors of Epstein-Barr LMP1-induced NF-kappaB reporter. LMP1-induced NF-kappaB luciferase reporter cells, luminescence. inhibition, % at 12.5 µM. actives 0.69% (n = 350,000). AID 504558; in the data active means inhibition above about 41%;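 further: 0% = neutral control wells and 100% = reference inhibitor control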
# An asterisk follows results filed as active; · = no result given. Not all compounds are listed; the hit share may differ from the screen's.
SMILES,SRC3 inh,NR2F2 inh,NCOA1 inh,LRH-1 inv ag,TLR9-MyD88 inh,SRC2 inh,TROY NFkB inh,TRAIL sens C8,NOD2 RIPK2 PPI,TWEAK Fn14 block,LMP1 NFkB inh
CC12CCC(C(=O)Nc3cc(Cl)ccc3Cl)(C/C1=N\O)C2(C)C (centres undefined),9.2,-11.2,-5.0,5.2,-4.8,11.0,1.3,6.7,3.2,-3.5,-3.4
CC1CCCCN1c1ncnc2ccccc12 (centres undefined),14.8,32.2,26.9,10.5,0.5,29.6,33.7,9.3,0.9,35.7,1.9
CCCS(=O)(=O)c1ccc(COC(=O)c2ccc(NC(C)=O)cc2)cc1,-25.1,5.5,-2.1,-6.6,-8.8,23.1,-7.9,-5.0,-5.8,-13.5,6.2
C=CCOc1ccc(/C(CC)=N/O)cc1OC,-6.0,-17.0,-16.5,-5.0,-1.9,-33.0,-10.2,-0.7,-6.1,5.4,-6.0
C[C@@H]1CN([C@@H](C)CO)C(=O)CCCn2cc(nn2)CO[C@H]1CN(C)S(=O)(=O)c1ccc(Oc2ccccc2)nc1,8.6,-12.9,6.5,-10.9,-13.2,10.6,-9.8,3.7,1.8,14.8,-0.3
O=C(Nc1ccc(N2CCOCC2)c(Cl)c1)C1CCCCC1,-41.7,6.8,-34.7,-18.6,0.0,-22.2,-14.2,2.2,-4.1,-30.7,-2.6
COc1ccc(OC)c(NC(=O)[C@H]2CC=CC[C@H]2C(=O)O)c1,-6.2,13.5,-12.0,-4.5,-4.6,6.1,-13.1,-16.9,-2.3,-15.3,4.5
Cc1ccc(CNC(=O)COC(=O)CN2C(=O)C3CC=CCC3C2=O)cc1 (centres undefined),2.5,-25.8,3.0,5.4,-7.1,19.4,-7.6,-4.0,-3.5,6.5,3.7
Cc1cccc(N(CC(=O)NCc2ccco2)C(=O)CCC(=O)Nc2ccccn2)c1C,3.5,6.2,17.4,3.5,0.0,22.8,-23.0,-4.6,11.6,8.7,0.9
CSc1nc(N)nc2c1ncn2CC(=O)N1CCN(c2ccccn2)CC1,-1.9,-11.2,-26.6,-6.4,-4.4,12.3,-20.9,11.9,-0.6,-2.8,2.7
COc1ccc(CCNC(=O)C(C)c2ccc([N+](=O)[O-])cc2)cc1 (centres undefined),14.6,1.6,-11.9,9.3,3.0,-0.1,0.6,2.8,-3.7,1.0,1.2
Cc1ccc(NC(=O)CN(C)CC(=O)Nc2cccc(F)c2)cc1S(=O)(=O)N1CCCCCC1,11.8,25.5,5.8,11.2,-1.9,9.5,50.4*,9.7,1.9,50.3*,2.1
CC[N+](CC)(CC(=O)Nc1c(C)cccc1C)Cc1ccccc1,2.0,5.4,2.0,0.4,0.5,0.5,7.7,0.6,-1.6,9.7,-4.1
COc1ccccc1CNCc1cc(=O)oc2c(C)c(C)ccc12,3.2,1.4,9.2,1.0,-11.0,-9.8,24.8,-4.6,2.2,24.2,-3.4
CCn1c(SCC(=O)Nc2ccc(C(=O)OC)cc2)nnc1-c1cccs1,3.9,1.6,-12.8,-7.9,6.5,-4.8,2.4,-8.5,5.9,5.7,-15.3
CCOC(=O)N1N=C(c2ccc(C)cc2)CC1(O)C(F)(F)F (centres undefined),-48.1,-24.6,-96.3,-134.2,-0.6,-16.4,41.3,18.3,-5.3,44.6,8.5
COc1cccc(OCCc2c(C)n[nH]c2C)c1,-9.3,5.1,-7.2,9.8,8.1,-24.1,-9.5,-13.5,-4.7,-2.4,8.9
Cc1ccc(-n2ncc3c2CCCC3NC(=O)c2csnn2)cc1C (centres undefined),-1.2,15.8,-3.2,0.5,-3.3,39.8,-5.1,6.9,-8.3,-2.8,-2.5
Cc1ccc(Nc2nc(Cl)nc(NC(C)(C)C)n2)cc1,-69.1,-16.4,-56.8,-83.3,-6.5,-32.4,-36.2,-6.2,2.1,-11.6,-32.4
O=C(NNC1=NS(=O)(=O)c2ccccc21)c1ccc(Cl)cc1,-32.1,-1.1,-13.2,-30.1,-2.3,5.1,-18.6,47.2,-8.8,-0.2,7.7
O=C(Nc1ccc(Cl)cc1)Nc1nnc(-c2ccncc2)s1,5.7,19.6,-18.4,17.2,1.1,0.8,41.5,35.5,0.3,81.1*,20.3
COc1ccc2[nH]c3nc(SCc4nnc(-c5ccccc5)o4)nnc3c2c1,4.7,14.1,-8.9,-4.0,3.8,2.9,8.6,17.3,4.4,-15.0,8.4
Cc1cccc(N2CCN(C(C(=O)NCc3ccccc3)c3ccc(F)cc3)CC2)c1C (centres undefined),·,11.0,·,19.2,·,6.8,·,3.6,2.8,·,·
CC(C(=O)N1CCc2ccccc21)N1CCN(Cc2ccccc2)CC1 (centres undefined),18.2,-8.4,-5.4,8.3,3.5,-3.3,-29.9,6.9,-13.2,24.5,-3.0
COc1ccc(/C=C/C(=O)OCc2cc(=O)n3c(n2)sc2ccccc23)cc1,-78.8,21.1,8.6,2.3,-6.2,-15.7,6.9,20.1,-1.3,-9.7,-18.8
CCCCn1c(-c2csc3ccccc23)n[nH]c1=S,-8.9,-2.6,-26.0,9.4,-7.2,-3.2,-0.8,8.2,0.8,0.8,7.4
CN(c1ccc(C(=O)NCCSC(C)(C)C)cc1)S(C)(=O)=O,-80.1,-42.2,-107.1,-100.1,-1.2,-63.9,-36.3,4.0,-9.5,21.6,-24.6
COC(=O)c1cccc(NS(C)(=O)=O)c1,5.2,-24.1,-19.8,-11.7,-6.4,-1.6,-18.1,9.8,-14.3,-25.8,0.7
Cc1cc(C)n(C2CC(=O)N(c3ccc(Cl)c(Cl)c3)C2=O)n1 (centres undefined),16.2,-18.2,-15.1,-3.8,-0.2,-20.5,-30.4,-10.7,5.9,-0.6,-2.2
CN(CC(=O)O/N=C(\N)c1ccc([N+](=O)[O-])cc1)S(=O)(=O)c1ccccc1,3.7,-0.1,9.2,2.4,-2.2,9.7,-14.0,-2.9,-12.4,-5.5,0.3

# As a working copy, part of the list above.
SMILES,SRC3 inh,NR2F2 inh,NCOA1 inh,LRH-1 inv ag,TLR9-MyD88 inh,SRC2 inh,TROY NFkB inh,TRAIL sens C8,NOD2 RIPK2 PPI,TWEAK Fn14 block,LMP1 NFkB inh
CC(C(=O)N1CCc2ccccc21)N1CCN(Cc2ccccc2)CC1 (centres undefined),18.2,-8.4,-5.4,8.3,3.5,-3.3,-29.9,6.9,-13.2,24.5,-3.0
COc1ccc(/C=C/C(=O)OCc2cc(=O)n3c(n2)sc2ccccc23)cc1,-78.8,21.1,8.6,2.3,-6.2,-15.7,6.9,20.1,-1.3,-9.7,-18.8
CCCCn1c(-c2csc3ccccc23)n[nH]c1=S,-8.9,-2.6,-26.0,9.4,-7.2,-3.2,-0.8,8.2,0.8,0.8,7.4
CN(c1ccc(C(=O)NCCSC(C)(C)C)cc1)S(C)(=O)=O,-80.1,-42.2,-107.1,-100.1,-1.2,-63.9,-36.3,4.0,-9.5,21.6,-24.6
COC(=O)c1cccc(NS(C)(=O)=O)c1,5.2,-24.1,-19.8,-11.7,-6.4,-1.6,-18.1,9.8,-14.3,-25.8,0.7
Cc1cc(C)n(C2CC(=O)N(c3ccc(Cl)c(Cl)c3)C2=O)n1 (centres undefined),16.2,-18.2,-15.1,-3.8,-0.2,-20.5,-30.4,-10.7,5.9,-0.6,-2.2
CN(CC(=O)O/N=C(\N)c1ccc([N+](=O)[O-])cc1)S(=O)(=O)c1ccccc1,3.7,-0.1,9.2,2.4,-2.2,9.7,-14.0,-2.9,-12.4,-5.5,0.3

# The list continues.
SMILES,SRC3 inh,NR2F2 inh,NCOA1 inh,LRH-1 inv ag,TLR9-MyD88 inh,SRC2 inh,TROY NFkB inh,TRAIL sens C8,NOD2 RIPK2 PPI,TWEAK Fn14 block,LMP1 NFkB inh
COc1cc(CNC(=O)c2cc(C(=O)NCc3cc(OC)cc(OC)c3)n(C)n2)cc(OC)c1,-13.6,-8.2,7.1,-25.9,-1.8,11.1,1.9,-7.8,-0.1,5.7,6.9
Cn1c(N=Cc2ccc([N+](=O)[O-])cc2)c(N)c(=O)n(C)c1=O,12.3,-13.0,-13.8,28.3,1.4,2.5,-25.4,-8.3,4.0,0.6,-13.9
O=S(=O)(NCC(c1ccco1)N1CCCCC1)c1ccccc1C(F)(F)F (centres undefined),-0.3,9.6,5.2,18.6,-0.7,5.9,6.0,-1.1,-0.8,5.7,-1.2
Cc1c(NC(=O)COc2cccc(F)c2)c(=O)n(-c2ccccc2)n1C,-5.8,8.1,-0.1,8.4,-0.8,3.3,-8.1,-4.7,-6.5,7.7,0.6
CCCC1(C(=O)OC)NC(c2ccc(OC)c(OC)c2)C2C(=O)N(c3ccc4c(c3)OCO4)C(=O)C21 (centres undefined),-37.8,6.2,-9.8,4.1,-12.0,4.1,11.1,3.3,-10.5,-32.4,-6.0
O=C(c1cccc(Cl)c1)N1CCN(c2ccc3c(c2)C2CC3CCN2C(=O)OCc2ccccc2)CC1 (centres undefined),-21.6,-9.7,-25.9,-13.6,·,-20.2,-5.5,-2.4,-4.7,2.2,·
CCN1CCCC1CNC(=O)C(=O)NC1CC1 (centres undefined),18.2,12.8,-4.6,3.5,-5.2,-3.7,-8.3,-9.1,-6.5,14.9,9.1
COc1ccccc1NC(=O)CCC(=O)N1CC(C)Oc2ccc(C)cc21 (centres undefined),-5.9,-9.5,-5.9,-1.7,-3.0,-1.6,5.6,-8.8,10.8,-0.2,-7.5
COc1cc(NC(=O)c2ccco2)c(C(=O)OCC(=O)Nc2ncc(Cl)cc2Cl)cc1OC,6.7,1.3,-3.1,-3.8,2.6,10.2,2.4,-8.2,-1.4,-49.6,1.1
CCN(CC)CCN(C(=O)Cn1nnc(-c2ccc(C)o2)n1)C(C(=O)NC(C)(C)C)c1cccs1 (centres undefined),8.6,9.6,-1.7,-4.5,-9.0,-10.7,-0.4,5.0,3.6,-41.6,8.1
Cc1cc(/C=N/NC(=O)c2cccs2)c(C)n1-c1ccccc1,-29.9,15.1,-14.6,-1.8,6.8,-3.7,63.3*,61.4*,-0.5,79.8*,17.3
COCCN1C(=O)CN(S(C)(=O)=O)CC1(C)C(=O)Nc1c(C)cccc1C (centres undefined),·,-0.4,·,5.0,·,-11.8,·,6.3,-1.5,·,·
